Mtb BioA inh: BioA (M. tuberculosis) enzyme inhibition; purified M. tuberculosis BioA enzyme, plate reader; inhibition, % at 9.99 µM; 0.096% of 360,000 active; AID 602481; in the data active means inhibition above about 40%
Active calls of the source: *. These rows are one share of the data; the hit share may differ from the screen's.

SMILES | Mtb BioA inh
O=C(C[C@@H]1C[C@H]2c3cc(NC(=O)C4CCOCC4)ccc3O[C@H]2[C@H](CO)O1)NCc1cccc(F)c1 | 0.0
CCC(=O)N1[C@@H]2Cn3c(ccc(-c4ccccc4)c3=O)[C@H]1[C@@H](C(=O)N1CCc3ccccc3C1)[C@@H]2CO | 0.9
C[C@H]1CN([C@@H](C)CO)C(=O)c2cccc(NC(=O)Nc3ccc4c(c3)OCO4)c2O[C@H]1CN(C)Cc1ccc2c(c1)OCO2 | 0.7
CN(C)CC(=O)Nc1ccc2c(c1)[C@H]1C[C@@H](CC(=O)NCc3ccccc3)O[C@H](CO)[C@H]1O2 | 0.8
CC(C)C#Cc1ccc2c(c1)O[C@H](CN(C)S(=O)(=O)c1cn(C)cn1)[C@@H](C)CN([C@@H](C)CO)S2(=O)=O | 1.7
CO[C@@H]1CN(C)C(=O)c2ccc(NC(=O)C3CC3)cc2OC[C@H](C)N(CCC(F)(F)F)C[C@@H]1C | 2.0
CO[C@@H](CN(C)C(=O)Nc1ccc(F)cc1)[C@H](C)CN(Cc1ccccc1Cl)[C@@H](C)CO | 19
C[C@@H]1CN([C@H](C)CO)C(=O)c2cc(C3=CCCC3)cnc2O[C@H]1CN(C)Cc1ccccn1 | 3.3
C/C=C/c1ccc([C@@H]2[C@@H](CO)N(C(C)=O)[C@H]2CNC(=O)CC2CC2)cc1 | -3.4
COc1ccc(NC(=O)N(C)C[C@@H]2OCCCC[C@@H](C)Oc3ccc(NC(=O)CCC(F)(F)F)cc3C(=O)N([C@H](C)CO)C[C@@H]2C)cc1 | 3.4
C[C@@H]1CN([C@H](C)CO)C(=O)c2cc(-c3ccc(F)cc3)cnc2O[C@H]1CN(C)C(=O)NC1CCCC1 | 2.9
CO[C@@H]1CN(C)C(=O)c2ccc(NS(C)(=O)=O)cc2OC[C@@H](C)N(C(=O)C2CCOCC2)C[C@@H]1C | -2.9
O=C(Cc1cccnc1)N1CCCCN2[C@H](CO)[C@H](c3ccc(/C=C/c4ccccc4)cc3)[C@H]2C1 | 1.9
C[C@@H]1CN([C@H](C)CO)C(=O)c2cc(C#CCc3ccccc3)cnc2O[C@H]1CN(C)Cc1cccc(C(=O)O)c1 | 6.3
O=C(CN1CCOCC1)N1CCCCN2[C@H](CO)[C@@H](c3ccc(C#Cc4ccccc4)cc3)[C@@H]2C1 | 1.1
C[C@@H]1CN([C@H](C)CO)C(=O)c2cc(NC(=O)Nc3ccc(C(F)(F)F)cc3)ccc2O[C@@H](C)CCCCO[C@@H]1CN(C)Cc1ccccc1 | -1.6
O=C(NCC[C@H]1CC[C@H](NS(=O)(=O)c2ccccc2F)[C@H](CO)O1)c1ccc(F)cc1 | 0.3
Cc1cccc(NC(=O)Nc2ccc3c(c2)C(=O)N(C)[C@H]2CC[C@H](CC(=O)O)O[C@H]2CO3)c1 | -0.3
COc1cccc(NC(=O)C[C@@H]2CC[C@@H]3[C@@H](COc4ccc(NC(C)=O)cc4C(=O)N3C)O2)c1 | -1.3
CO[C@@H]1CN(C)C(=O)c2cc(NC(=O)Cc3ccccc3)ccc2OC[C@@H](C)N(CC2CC2)C[C@@H]1C | 0.2
CCCNC(=O)N1C[C@@H](C)[C@@H](OC)CN(C)C(=O)c2cc(NC(=O)CCC)ccc2OC[C@@H]1C | -1.3
COc1ccccc1-c1ccc2c(c1)O[C@H](CN(C)C(C)=O)[C@@H](C)CN([C@H](C)CO)S2(=O)=O | 0.6
C[C@@H]1CN([C@H](C)CO)C(=O)c2c(c3ccccc3n2C)-c2ccccc2CO[C@@H]1CN(C)Cc1ccc(C(=O)O)cc1 | 1.0
COCC#Cc1cnc2c(c1)C(=O)N([C@@H](C)CO)C[C@H](C)[C@H](CN(C)C(=O)Cc1cccnc1)O2 | 3.8
O=C(C[C@H]1CC[C@@H]2NC[C@@H](O)COC[C@H]2O1)Nc1nccs1 | -0.6
CCCNC(=O)C[C@@H]1CC[C@@H]2[C@H](COc3ccc(NC(=O)COC)cc3C(=O)N2C)O1 | -1.6
COc1cccc(NC(=O)N[C@H]2C=C[C@@H](CC(=O)NCc3ccncn3)O[C@H]2CO)c1 | -4.3
CCCC(=O)Nc1ccc2c(c1)C(=O)N(C)[C@@H]1CC[C@H](CC(=O)NCC(F)(F)F)O[C@@H]1CO2 | -1.6
O=C(c1ccc(F)cc1)N1CCCCN2[C@@H](CO)[C@H](c3ccc(/C=C/c4ccccc4)cc3)[C@@H]2C1 | 3.8
C[C@@H]1CN([C@@H](C)CO)C(=O)c2cc(NS(=O)(=O)c3ccccc3)ccc2O[C@@H]1CN(C)Cc1ccncc1 | -3.0
O=C(Nc1ccc(F)cc1)N1CCCCN2[C@H](CO)[C@@H](c3ccc(-c4cccc(F)c4)cc3)[C@@H]2C1 | 4.3
C[C@H]1CN([C@@H](C)CO)C(=O)c2c(c3ccccc3n2C)-c2ccccc2CO[C@@H]1CN(C)CC1CC1 | 0.4
C[C@H](CO)N1C[C@H](C)[C@H](CN(C)C(=O)c2cccc(F)c2)Oc2ncc(-c3cccnc3)cc2C1=O | 4.4
C[C@H](CO)N1C[C@H](C)[C@H](CN(C)Cc2ccc(C(F)(F)F)cc2)OCCCC[C@H](C)Oc2ccc(NC(=O)Nc3ccc(F)cc3)cc2C1=O | -1.7
C[C@@H]1CN([C@H](C)CO)C(=O)c2cc(NC(=O)Cc3cn(C)c4ccccc34)ccc2O[C@@H]1CN(C)S(=O)(=O)c1ccc(Cl)cc1 | -4.7
Cc1noc(C)c1S(=O)(=O)N(C)C[C@@H]1OCCCC[C@H](C)Oc2ccc(NS(=O)(=O)c3ccc(F)cc3)cc2C(=O)N([C@H](C)CO)C[C@@H]1C | -1.5
CO[C@@H]1CN(C)C(=O)c2ccc(NS(=O)(=O)CC(F)(F)F)cc2OC[C@@H](C)NC[C@@H]1C | -1.8
C[C@H]1CN([C@@H](C)CO)C(=O)c2cc(/C=C/c3ccccc3)cnc2O[C@H]1CN(C)Cc1ccc2c(c1)OCO2 | -2.2
CC(C)NC(=O)Nc1ccc2c(c1)C(=O)N([C@@H](C)CO)C[C@@H](C)[C@H](CN(C)C)OCCCC[C@@H](C)O2 | -1.9
C[C@@H](NC(=O)C[C@@H]1CC[C@H](NC(=O)C2CCC2)[C@H](CO)O1)c1ccccc1 | 1.4
CS(=O)(=O)Nc1ccc2c(c1)[C@@H]1C[C@H](CC(=O)NCc3ccccc3)O[C@@H](CO)[C@@H]1O2 | -1.9
CCCC(=O)Nc1ccc2c(c1)OC[C@@H](C)N(C(=O)c1cnccn1)C[C@H](C)[C@H](OC)CN(C)C2=O | -1.5
CC(C)NC(=O)Nc1cccc2c1O[C@@H](CN(C)Cc1ccc(Oc3ccccc3)cc1)[C@@H](C)CN([C@@H](C)CO)C2=O | 1.6
C[C@@H]1CN([C@H](C)CO)S(=O)(=O)c2ccc(C#CC3CC3)cc2O[C@@H]1CN(C)Cc1ccncc1 | 1.1
O=C(CN1CCOCC1)NCC[C@H]1CC[C@@H](NS(=O)(=O)c2ccc(Cl)cc2)[C@H](CO)O1 | -2.4
COc1ccc(CN(C)C[C@H]2Oc3ccc(NC(=O)Cc4cn(C)c5ccccc45)cc3C(=O)N([C@H](C)CO)C[C@H]2C)cc1 | -1.3
Cc1noc(C)c1S(=O)(=O)Nc1ccc2c(c1)C(=O)N([C@H](C)CO)C[C@H](C)[C@@H](CN(C)Cc1ccc3c(c1)OCO3)OCCCC[C@@H](C)O2 | 1.3
Cc1ccc(-c2ccc3c(c2)O[C@@H](CN(C)Cc2cccc(C(=O)O)c2)[C@@H](C)CN([C@H](C)CO)S3(=O)=O)cc1 | -7.9
C/C=C/c1ccc([C@@H]2[C@@H](CO)N(C(C)=O)[C@@H]2CNC(=O)c2ccccc2)cc1 | 5.3
CN1C(=O)c2cc(NC(=O)C3CCCCC3)ccc2OC[C@H]2O[C@@H](CC(=O)NCCc3ccncc3)CC[C@@H]21 | -2.5
COCC#Cc1ccc2c(c1)O[C@@H](CN(C)Cc1ccccc1)[C@H](C)CN([C@H](C)CO)S2(=O)=O | 0.1
C[C@H]1CN([C@@H](C)CO)C(=O)Cc2cc(NC(=O)Nc3ccc(C(F)(F)F)cc3)ccc2O[C@@H]1CN(C)C(=O)Nc1ccc(F)cc1 | 0.8
O=C(C[C@@H]1C[C@@H]2c3cc(NC(=O)NC4CCCCC4)ccc3O[C@@H]2[C@H](CO)O1)NCC(F)(F)F | 0.1
C[C@@H]1CN([C@@H](C)CO)C(=O)c2cc(C#CCN(C)C)cnc2O[C@H]1CN(C)S(C)(=O)=O | -0.2
O=C(C[C@H]1CC[C@H](NC(=O)c2ccccn2)[C@@H](CO)O1)NCc1cc(F)cc(F)c1 | -1.1
COc1cccc(C#Cc2ccc3c(c2)O[C@@H](CN(C)C(=O)CN2CCOCC2)[C@H](C)CN([C@H](C)CO)S3(=O)=O)c1 | -1.9
Cc1ccc(-c2cnc3c(c2)C(=O)N([C@H](C)CO)C[C@@H](C)[C@@H](CN(C)C(=O)c2ccncc2)O3)cc1 | -1.6
CO[C@H]1CN(C)C(=O)c2ccc(NS(=O)(=O)c3ccc(Cl)cc3)cc2OC[C@H](C)N(C(=O)NC(C)C)C[C@H]1C | -2.4
CC(C)NC(=O)N(C)C[C@@H]1Oc2ccc(NC(=O)CCN3CCOCC3)cc2C(=O)N([C@H](C)CO)C[C@H]1C | 0.1
CCCN1C[C@H](C)[C@H](OC)CN(C)C(=O)c2cc(NC(=O)C3CCOCC3)ccc2OC[C@@H]1C | -2.9

Carrying on.
SMILES | Mtb BioA inh
CNC[C@H]1Oc2ncc(C#CC3CCCCC3)cc2C(=O)N([C@@H](C)CO)C[C@H]1C | -1.4
C[C@H](CO)N1C[C@H](C)[C@H](CN(C)CC2CC2)Oc2ccc(NC(=O)Nc3ccc(F)cc3)cc2CC1=O | -0.5
CO[C@H]1CN(C)C(=O)c2ccc(NC(C)=O)cc2OC[C@H](C)N(C(=O)Cc2ccccn2)C[C@H]1C | -3.6
C[C@@H]1CN([C@H](C)CO)C(=O)c2cc(NC(=O)Cn3cnnn3)ccc2O[C@@H]1CN(C)CC1CC1 | -1.1
O=C(N[C@@H]1CC[C@@H](CC(=O)N2CCN(c3ccccc3)CC2)O[C@@H]1CO)c1ccncc1 | 0.2
C#Cc1ccc([C@H]2C=C(C(=O)Nc3ccccc3)O[C@@H](OCCCCO)C2)cc1 | -1.0
CO[C@H]1CN(C)C(=O)c2ccc(NC(=O)c3ccccc3)cc2OC[C@@H](C)N(C(C)=O)C[C@H]1C | -3.3
COC(=O)C[C@@H]1C[C@@H]2c3cc(NC(=O)Nc4ccc(C(F)(F)F)cc4)ccc3O[C@@H]2[C@H](CO)O1 | -0.6
CO[C@@H]1CC[C@H]2CCOc3c(C#N)cccc3C(=O)N(C)CCCC(=O)N(C)C[C@H]1O2 | 2.5
C/C=C/c1ccc([C@H]2[C@@H](CNC(=O)c3ccccn3)N(C(C)=O)[C@H]2CO)cc1 | -3.3
C[C@@H]1CN([C@@H](C)CO)S(=O)(=O)c2ccc(C3=CCCC3)cc2O[C@H]1CN(C)C(=O)c1cccnc1 | 2.4
O=S(=O)(N[C@H]1CC[C@H](CCn2cc(-c3cccc(F)c3)nn2)O[C@@H]1CO)c1ccccc1 | 0.7
CO[C@@H](CCO)[C@@H](O)c1ccc(O)c(F)c1 | -0.2
CC=Cc1ccc2n(c1=O)C[C@@H]1[C@@H](CO)[C@H](C(=O)NCc3ccccn3)[C@H]2N1C (mixture of isomers) | -0.6
O=C(c1cccc(F)c1)N1CCCCN2[C@@H](CO)[C@H](c3ccc(-c4cncnc4)cc3)[C@@H]2C1 | -2.7

Part of the list above, set out differently.
SMILES: O=S(=O)(N[C@H]1CC[C@H](CCn2cc(-c3cccc(F)c3)nn2)O[C@@H]1CO)c1ccccc1
- Mtb BioA inh: 0.7

SMILES: CO[C@@H](CCO)[C@@H](O)c1ccc(O)c(F)c1
- Mtb BioA inh: -0.2

SMILES: CC=Cc1ccc2n(c1=O)C[C@@H]1[C@@H](CO)[C@H](C(=O)NCc3ccccn3)[C@H]2N1C (mixture of isomers)
- Mtb BioA inh: -0.6

SMILES: O=C(c1cccc(F)c1)N1CCCCN2[C@@H](CO)[C@H](c3ccc(-c4cncnc4)cc3)[C@@H]2C1
- Mtb BioA inh: -2.7

4 of these compounds, reformatted.
Molecule	Mtb BioA inh
C[C@@H]1CN([C@@H](C)CO)C(=O)c2cc(NS(=O)(=O)c3ccccc3)ccc2O[C@@H]1CN(C)Cc1ccncc1	-3.0
O=C(Nc1ccc(F)cc1)N1CCCCN2[C@H](CO)[C@@H](c3ccc(-c4cccc(F)c4)cc3)[C@@H]2C1	4.3
C[C@H]1CN([C@@H](C)CO)C(=O)c2c(c3ccccc3n2C)-c2ccccc2CO[C@@H]1CN(C)CC1CC1	0.4
C[C@H](CO)N1C[C@H](C)[C@H](CN(C)C(=O)c2cccc(F)c2)Oc2ncc(-c3cccnc3)cc2C1=O	4.4

(list continues)
SMILES | Mtb BioA inh
O=C(C[C@H]1CC[C@@H]2[C@H](COC[C@H](O)CN2C(=O)C2CCOCC2)O1)NCc1ccncc1 | -2.5
CN(C)CCCNC(=O)[C@H]1[C@H](CO)[C@H]2Cn3c(ccc(-c4ccccc4)c3=O)[C@@H]1N2C(=O)CC1CC1 | 1.1
O=C(Nc1cc(F)ccc1F)N1CCCCN2[C@H](CO)[C@H](c3ccc(-c4ccncc4)cc3)[C@H]2C1 | 2.2
Cc1noc(C)c1NC(=O)N(C)C[C@H]1Oc2ccc(NC(=O)Nc3ccccc3)cc2C(=O)N([C@@H](C)CO)C[C@@H]1C | 0.5
COCC(=O)N(C)C[C@@H]1Oc2cc(-c3ccc(F)cc3)ccc2S(=O)(=O)N([C@@H](C)CO)C[C@H]1C | 2.1
C/C=C/c1ccc([C@@H]2[C@@H](CNC(=O)c3ccncc3)N(C(=O)CC)[C@H]2CO)cc1 | -2.7
Cc1noc(C)c1S(=O)(=O)N(C)C[C@H]1Oc2ccc(NC(=O)Cc3cn(C)c4ccccc34)cc2CC(=O)N([C@H](C)CO)C[C@H]1C | 2.2
